Screening data from PubChem BioAssay.
PTAP-TSG101 blk = qHTS Validation Assay for Inhibitors of HIV-1 Budding by Blocking the Interaction of PTAP/TSG101: Sytravon Library Screen; 44,000 tested, under 10 active; Fluorescence polarization, FITC-PTAP peptide/Tsg101, 20 min; AID 1347069, 2019; Potency, µM (doses to about 115 µM), for the others: at the highest dose activity change, negative = inhibition, hits mostly inhibitors; further: potency means the concentration at half of the fitted maximal effect; 0% is about no effect
Target sequence (Q99816 whole entry, looked up): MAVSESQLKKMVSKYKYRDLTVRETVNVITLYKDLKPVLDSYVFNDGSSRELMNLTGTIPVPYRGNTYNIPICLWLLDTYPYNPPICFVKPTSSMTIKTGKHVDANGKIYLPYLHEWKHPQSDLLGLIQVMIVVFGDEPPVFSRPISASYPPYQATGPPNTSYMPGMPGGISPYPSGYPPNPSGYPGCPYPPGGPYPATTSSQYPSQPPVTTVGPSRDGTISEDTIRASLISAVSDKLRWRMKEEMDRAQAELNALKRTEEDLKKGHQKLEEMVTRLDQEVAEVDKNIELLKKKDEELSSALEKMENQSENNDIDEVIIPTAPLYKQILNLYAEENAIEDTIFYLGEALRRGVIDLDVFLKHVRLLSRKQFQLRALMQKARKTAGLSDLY
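Fluorescence polarization: Tsg101 binding domain (10 uM final) in 10 mM HEPES pH 7.5, 0.15 M NaCl, 0.01% Tween 20, 3 mM EDTA, 0.1 mM TCEP; compounds pinned; FITC-PTAP peptide 50 nM final; 20 min, r.t.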
B2AR arrestin ag = qHTS assay of beta-arrestin-biased ligands of beta2-adrenergic receptor: NCGC Sytravon Library Screen; Beta-2 adrenergic receptor (Homo sapiens), P07550; HTLA Tango cells, beta-arrestin recruitment, luciferase luminescence, 18 h; Potency, µM (series often up to 46.1 µM), without a hit: at the top dose activation, most hits filed as activators; 44,000 tested, under 10 active; AID 1347077, 2019;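 further: potency means the concentration at half of the fitted maximal effect; 0% = DMSO and full agonism = EC100 isoproterenol or metaproterenol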
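Ligand-induced beta-arrestin recruitment to recombinant beta2-AR is measured via a tTA-driven luciferase reporter in Tango cells after 18 hr compound exposure at 37 degrees C. Concentrations span up to 46 microM.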
FH mod = Identification of activators of human fumarate hydratase by quantitative high-throughput screening | FH coupled MDH/diaphorase resazurin fluorescence, 15 min | Potency, µM (titrated, usually from 79.9 µM), for inactives: top-dose activity change, negative = inhibition, most hits filed as inhibitors | hit rate 0.22% among 54,000 | AID 1347055, 2019; further: potency means the concentration at half of the fitted maximal effect; on the % scale 0 is the no-effect control and ±100 the full control effect; the screen sought activators but most active calls are inhibition curves; nearly all actives have a fitted effect of over 45% in size
NTMT1 inhibitor = Primary qHTS for Inhibitors of N-terminal methyltransferase 1 (NTMT1): MTaseGlo Assay. N-terminal Xaa-Pro-Lys N-methyltransferase 1 (Homo sapiens), Q9BV86. NTMT1 MTase-Glo SAH luminescence, purified enzyme. Potency, µM (doses to about 114 µM), without a hit: at the highest dose activity change, negative = inhibition, actives largely listed as inhibitors. hit rate 2.5% among 59,000;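 further: potency means the concentration at half of the fitted maximal effect; plate controls were DMSO vehicle for no effect and no enzyme for full effect; nearly all actives have a fitted effect of over 65% in size; many of its hits are not listed in these tables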
Target sequence (Q9BV86 whole entry, looked up): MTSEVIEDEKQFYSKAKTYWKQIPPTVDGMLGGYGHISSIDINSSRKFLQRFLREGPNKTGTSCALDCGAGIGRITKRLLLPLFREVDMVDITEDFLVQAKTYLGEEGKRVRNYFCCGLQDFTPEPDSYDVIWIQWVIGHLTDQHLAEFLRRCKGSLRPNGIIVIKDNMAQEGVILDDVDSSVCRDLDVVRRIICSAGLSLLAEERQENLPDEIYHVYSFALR
p53null 39C tox = qHTS Screen for Compounds that Selectively Target Cancer Cells with p53 Mutations: Cytotoxicity of p53 Null Cells at the Nonpermissive Temperature. Potency, µM (series often up to 46.1 µM), inactives show top-dose activity, negative = cell killing, hits mostly cytotoxic. H1299 p53-null (neo) cells, 39C, ATPlite viability, 24 h. hit rate 0.97% among 55,000;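 further: potency means the concentration at half of the fitted maximal effect; 0% = DMSO only and -100% = full killing by 100 µM tamoxifen; nearly all actives have a fitted effect of over 50% in size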
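Cells seeded at 600/well, 37C overnight. Compound added (up to 46 uM), plates shifted to 39C for 24 hr. ATPlite added, luminescence read after 20 min at room temperature.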
p53null 32C kill = qHTS Screen for Compounds that Selectively Target Cancer Cells with p53 Mutations: Cytotoxicity of p53 Null Cells at the Permissive Temperature | H1299-neo p53 null cells, ATP luminescence, 24 h, 32C | Potency, µM (doses to about 46.1 µM), inactives show at the top dose activity change, negative = cytotoxicity, usual class: cytotoxic | hit rate 0.62% among 55,000;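 further: potency means the concentration at half of the fitted maximal effect; 0% = DMSO only and -100% = full killing by 100 µM tamoxifen; nearly all actives have a fitted effect of over 55% in size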
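H1299-neo (p53-null) cells, 600/well, were pre-incubated overnight at 37C, then exposed to compounds at up to 46 uM for 24 hr at 32C. Viability was measured as ATP content by luminescence, and AC50 values came from Hill fits.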
GALK inh = qHTS Assay for Inhibitors of Human Galactokinase (GALK): NCGC Sytravon Library Screen | recombinant GALK, Kinase-Glo ATP luminescence, 1 h | P51570 | AID 1347072, 2019 | Potency, µM (series often up to 57.5 µM), for the others: at the top dose activity, negative = inhibition, usual class: inhibitors | 44,000 tested, under 10 active;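 further: plate controls were full GALK reaction for no effect and reaction lacking GALK for full effect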
Target sequence (P51570 whole entry, looked up): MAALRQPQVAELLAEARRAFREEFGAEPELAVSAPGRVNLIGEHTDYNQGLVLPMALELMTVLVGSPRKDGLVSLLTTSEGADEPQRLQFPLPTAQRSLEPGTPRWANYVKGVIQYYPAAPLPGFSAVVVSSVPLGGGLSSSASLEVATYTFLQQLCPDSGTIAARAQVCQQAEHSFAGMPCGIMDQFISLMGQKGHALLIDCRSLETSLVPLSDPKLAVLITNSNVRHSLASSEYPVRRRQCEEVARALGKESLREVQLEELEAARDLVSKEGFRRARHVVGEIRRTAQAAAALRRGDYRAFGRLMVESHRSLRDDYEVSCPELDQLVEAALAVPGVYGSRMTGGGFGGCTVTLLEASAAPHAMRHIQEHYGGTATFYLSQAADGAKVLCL
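5 nM GALK; 35 uM ATP; 100 uM D-galactose; 20 mM HEPES pH 8.0, 5 mM MgCl2, 60 mM NaCl, 1 mM DTT, 0.01% BSA; 1 h RT; Kinase-Glo Plus luminescence.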
* marks the source's active call; other numbers are inactive results; ? = inconclusive; nt = no result given; [ ] = dose if it differs, or a comment. The call rests on the fitted dose curve; in most records, active means well fitted curve in the direction sought with a large enough effect; inconclusive means small, poorly fitted or top-dose-only effect, or another doubt; inactive means no such curve, though single readings can be large; an effect the other way counts as inactive or inconclusive.

SMILES	PTAP-TSG101 blk	B2AR arrestin ag	FH mod	NTMT1 inhibitor	p53null 39C tox	p53null 32C kill	GALK inh
CC(=O)C1=C(c2ccc(Cl)c(Cl)c2)N(C(C)=O)n2c(nnc2-c2ccccc2)S1	-3.4%	-4.6%	6.8%	6.4%	0.8%	4.0%	-5.8%
Cc1cc(OCC(=O)Nc2cc(-c3nc4ncccc4o3)ccc2C)ccc1Cl	3.9%	-1.6%	0.3%	-10.9%	-11.6%	-1.6%	0.0%
COc1ccc(NC(=O)Cn2c(=O)n(Cc3ccc(C(=O)NCc4ccccc4Cl)cc3)c(=O)c3ccccc32)cc1OC	-3.8%	-1.0%	-25.4%	-3.8%	-18.8%	4.4%	-1.4%
O=S(=O)(Nc1cccc(C(F)(F)F)c1)c1ccc(-c2cnc(C3CC3)o2)cc1	-12.8%	-0.1%	?	-8.2%	4.3%	11.7%	-2.7%
Cc1ccc(C)c(Cn2c(=O)n(-c3ccc(Cl)cc3)c(=O)c3c4c(sc32)CCC4)c1	-2.5%	0.4%	-5.7%	2.4%	-5.1%	9.3%	-0.7%
CCOc1ccc(-n2c(SCC(=O)N3CCCCCC3)nc3c([nH]c4ccccc43)c2=O)cc1	-0.3%	0.1%	-17.0%	?	32.1%[activator]	-5.9%	3.3%
COc1ccc(NC(=O)c2oc3ccccc3c2NC(=O)c2cccc(F)c2)c(OC)c1	1.7%	-0.2%	-8.6%	16.4%	3.2%	-7.1%	6.2%
CCOc1ccc(-c2nonc2NC(=O)c2ccccc2C)cc1	-0.8%	0.5%	-16.3%	?	-29.4%	-0.4%	-3.6%
CCOC(=O)C1CCC(CN(Cc2cccc(Br)c2)S(=O)(=O)c2ccc(C)cc2)CC1 (stereo unspecified)	-5.9%	0.0%	-5.5%	4.1%	20.8%	-1.2%	0.5%
CCOc1nc(-c2ccccc2)ccc1-c1noc(-c2ccc(C)cc2)n1	2.9%	0.2%	-29.8%	-5.6%	?	-3.5%	-0.3%
CCc1ccc(NC(=O)c2ccc(F)c(S(=O)(=O)N3CCN(c4ccc(OC)cc4)CC3)c2)cc1	0.1%	-0.8%	1.4%	0.7%	27.4%	18.2%	-1.0%
Cc1nc2ccc(S(=O)(=O)NCC(=O)Nc3ccc(C)c(Cl)c3)cc2s1	-1.3%	-4.0%	-6.9%	-9.1%	-29.9%	1.2%	-3.0%
Cc1ccc(CNC(=O)CSC2=Nc3ccccc3C3=NC(C)C(=O)N23)cc1 (stereo unspecified)	0.6%	-0.8%	-1.8%	-3.7%	7.4%	1.1%	-2.2%
CCCCNC(=O)C1CCC(Cn2c(=O)c3sccc3n(Cc3ccccc3)c2=O)CC1 (stereo unspecified)	-4.9%	0.1%	-0.3%	5.3%	-12.0%	1.1%	-2.0%
CCC1CN(C(=O)N2CCC(C(=O)NCc3cccc(C)c3)CC2)c2ccccc2O1 (stereo unspecified)	0.1%	1.7%	2.9%	4.4%	-11.4%	3.2%	0.0%
Cc1cccc(CNC(=O)C2CCN(c3nnc(-n4c(C)ccc4C)s3)CC2)c1	0.1%	-2.7%	0.3%	-1.1%	1.9%	4.9%	-10.6%
COc1cccc(CNC(=O)c2ccc(-c3nc(CS(=O)c4ccccc4)c(C)o3)cc2)c1 (stereo unspecified)	-0.1%	-0.7%	-22.8%	-2.7%	-3.5%	0.4%	-0.2%
CCOc1ccc(-c2cc(OC(=O)c3ccccc3)c3c(C)oc(C)c3c(=O)c2)cc1	6.0%	-1.6%	-16.6%	12.5%	-7.8%	11.0%	0.0%
COc1ccccc1CNC(=O)C(=O)NCC(c1cccs1)S(=O)(=O)c1ccccc1 (stereo unspecified)	-6.2%	-3.3%	-16.6%	-4.9%	23.8%	?	0.5%
Cc1cccc(N2CCN(S(=O)(=O)c3c(C)[nH]c(=O)[nH]c3=O)CC2)c1C	2.3%	-2.1%	6.0%	-3.1%	-5.4%	-6.3%	2.4%
Cc1nn(CC(=O)N2CCN(c3ccc(Cl)cc3)CC2)c(=O)c2cccn12	-0.8%	-2.2%	-0.1%	-4.0%	?	-9.5%	-1.4%
Cc1cccc(NC(=O)c2c(NC(=O)c3ccccc3)sc3c2CCC3)c1	-0.2%	-0.3%	-16.5%	1.5%	-14.2%	-4.3%	-18.8%
Cc1ccc(C)c(N2CCN(CCCNc3ncnc4onc(-c5ccc(Cl)cc5)c34)CC2)c1	-1.7%	-1.0%	-2.1%	7.7%	-14.2%	6.4%	2.7%
COc1ccc(NC(=O)c2[nH]nc3c2CSc2ccccc2-3)c(OC)c1	1.2%	1.0%	11.7%	12.5%	-15.0%	9.2%	3.8%
CCc1cccc(CC)c1NC(=O)c1cc(S(=O)(=O)N2CCc3ccccc32)cn1C	-6.9%	4.5%	7.2%	14.4%	22.4%	43.9%[activator]	5.1%

Later entries:
SMILES	PTAP-TSG101 blk	B2AR arrestin ag	FH mod	NTMT1 inhibitor	p53null 39C tox	p53null 32C kill	GALK inh
CCOc1cc(C(=O)N2CC(=O)Nc3ccc(F)cc3C2c2ccccc2)cc(OCC)c1OCC (stereo unspecified)	-1.0%	0.4%	-5.7%	-15.0%	19.9%	8.3%	-1.2%
Cc1ccccc1-c1noc(-c2cc(-c3ccc(F)cc3)n[nH]2)n1	1.6%	-0.8%	?	22.1%	-29.4%	0.3%	-1.4%
COc1ccc2cc(CNc3ccccc3)c(=O)n(CC(=O)Nc3ccc(C)cc3C)c2c1	2.4%	-0.3%	3.2%	5.9%	11.6%	9.3%	-8.6%
Cc1cc2ccccc2n1CCNC(=O)c1cc(C(F)(F)F)cc(C(F)(F)F)c1	1.8%	0.2%	0.9%	-2.9%	19.6%	-6.7%	1.6%
Cc1ccccc1OCCSc1nc2ccc(NC(=O)c3ccccc3)cc2s1	1.0%	-3.4%	-19.7%	-1.3%	12.4%	-0.3%	-0.3%
Cc1ccc(Nc2c(-c3ccccn3)nc3ccc(Br)cn23)cc1	-0.5%	0.9%	21.6%	12.8%	-12.0%	1.3%	1.3%
COc1ccc(CNC(=O)CN(c2cc(C)cc(C)c2)S(=O)(=O)c2c(C)[nH]c(=O)[nH]c2=O)cc1	-3.0%	0.1%	26.7%	-11.5%	-3.6%	-4.2%	0.4%
COc1cccc(CNC(=O)CCc2c(C)nn(-c3ccc(N4CCCC4)nn3)c2C)c1	-3.4%	-0.1%	nt	nt	-15.3%	1.6%	-0.3%
COc1ccc(NC(=O)CCCn2nc(C)c3sc4ccccc4c3c2=O)cc1	-0.1%	-2.3%	-14.1%	-4.2%	-6.8%	-1.7%	3.1%
COC(=O)c1ccccc1NC(=O)C1(c2cccs2)CCOCC1	-0.8%	-3.1%	-43.1%	-2.8%	27.1%	-0.6%	-1.8%
COc1ccc(Br)cc1CNC(=O)CSc1n[nH]c(-c2ccccc2)n1	0.2%	-0.7%	?	-12.2%	-10.4%	-5.9%	-1.9%
CCOC(=O)c1cc(OC(=O)c2cccc(Cl)c2)n(-c2ccccc2)n1	-3.1%	2.1%	-2.1%	?	10.0%	-2.8%	-1.7%
CCOc1ccc(NC(=O)CCNS(=O)(=O)c2ccc3c(c2)oc(=O)n3C)cc1	-3.1%	0.3%	2.2%	5.3%	19.9%	-0.6%	-1.5%
CCOc1ccc(-c2nnc(SCC(=O)NCc3ccc(Cl)cc3)o2)cc1	-5.8%	-1.7%	4.2%	14.0%	1.7%	-6.5%	1.2%
COc1ccc(OCc2ccc(-c3nc(C#N)c(N4CCN(c5cccc(Cl)c5)CC4)o3)o2)cc1	3.1%	-3.4%	-2.7%	-0.9%	-11.5%	-1.2%	-8.0%
CCOC(=O)C1CCN(C(=O)C2CCN(C3=NS(=O)(=O)C(c4ccc(C)cc4)=C3CC)CC2)CC1	0.8%	0.0%	-15.3%	?	-7.6%	-4.1%	3.0%
O=C(NCc1ccccc1)c1ccc(NC(=O)N2CC3CCCN3c3ccccc32)cc1 (stereo unspecified)	2.9%	-3.0%	-18.2%	?	-3.3%	1.4%	6.7%
Cc1ccc2nc(N3CCN(c4cccc(C)c4C)CC3)c3nnnn3c2c1	-3.9%	1.2%	-2.9%	4.7%	21.3%	7.4%	3.8%
Cc1cccc(N2CCN(C(c3ccccc3)c3nnc(-c4ccccc4Cl)o3)CC2)c1C (stereo unspecified)	0.1%	-2.3%	?	-2.7%	-14.6%	5.4%	2.9%
CC1CCN(c2oc(-c3cccs3)nc2S(=O)(=O)c2ccccc2)CC1	2.9%	-1.4%	-15.6%	-5.0%	-3.5%	1.2%	3.7%
Cc1ccc(NC(=O)C2CCCN(S(=O)(=O)c3c(C)nn(C)c3C)C2)c(C)c1 (stereo unspecified)	-3.0%	0.0%	-3.2%	-5.3%	-3.5%	-6.3%	0.0%
CCc1ccc2ncc(C(=O)c3ccc(C)c(C)c3)c(N3CCC(C(N)=O)CC3)c2c1	2.8%	-1.4%	-19.6%	-2.1%	?	17.4%	0.6%
CC(=O)c1ccc(N2CCN(C(=O)CCCCn3c(=O)[nH]c4ccsc4c3=O)CC2)cc1	1.6%	0.9%	-11.1%	-19.0%	?	-0.1%	-2.9%
CCn1c(CNC(=O)c2ccc(OC)cc2)nnc1SCC(=O)Nc1cccc(C)c1C	0.0%	0.8%	-7.4%	?	-14.8%	-9.1%	9.0%

Reprinted at random: six compounds from above.
SMILES	PTAP-TSG101 blk	B2AR arrestin ag	FH mod	NTMT1 inhibitor	p53null 39C tox	p53null 32C kill	GALK inh
COC(=O)c1ccccc1NC(=O)C1(c2cccs2)CCOCC1	-0.8%	-3.1%	-43.1%	-2.8%	27.1%	-0.6%	-1.8%
Cc1ccccc1-c1noc(-c2cc(-c3ccc(F)cc3)n[nH]2)n1	1.6%	-0.8%	?	22.1%	-29.4%	0.3%	-1.4%
CCOc1ccc(-c2nnc(SCC(=O)NCc3ccc(Cl)cc3)o2)cc1	-5.8%	-1.7%	4.2%	14.0%	1.7%	-6.5%	1.2%
CCOC(=O)C1CCN(C(=O)C2CCN(C3=NS(=O)(=O)C(c4ccc(C)cc4)=C3CC)CC2)CC1	0.8%	0.0%	-15.3%	?	-7.6%	-4.1%	3.0%
O=C(NCc1ccccc1)c1ccc(NC(=O)N2CC3CCCN3c3ccccc32)cc1 (stereo unspecified)	2.9%	-3.0%	-18.2%	?	-3.3%	1.4%	6.7%
COc1ccc(OCc2ccc(-c3nc(C#N)c(N4CCN(c5cccc(Cl)c5)CC4)o3)o2)cc1	3.1%	-3.4%	-2.7%	-0.9%	-11.5%	-1.2%	-8.0%

Only part of the results is shown; count on the stated rates, not on these rows.
